High-throughput results deposited in PubChem by several laboratories.
BoNT A protease = blocks Botulinum neurotoxin A light chain protease; inhibition, % at 10 µM; hit rate 0.17% among 360,000; multiplex microsphere protease substrate cleavage, flow cytometry; note: plate controls were buffer without enzyme for full effect and enzyme alone for no effect
VHR inh abs = DUSP3 (human) phosphatase inhibition; inhibition, % at 13.3 µM; AID 1654; P51452; hit rate 0.52% among 290,000; recombinant VHR phosphatase, pNPP absorbance; in the data active = inhibition above about 50%; note: some compounds called inactive have numbers as strong as hits
Target sequence (P51452 whole entry, looked up): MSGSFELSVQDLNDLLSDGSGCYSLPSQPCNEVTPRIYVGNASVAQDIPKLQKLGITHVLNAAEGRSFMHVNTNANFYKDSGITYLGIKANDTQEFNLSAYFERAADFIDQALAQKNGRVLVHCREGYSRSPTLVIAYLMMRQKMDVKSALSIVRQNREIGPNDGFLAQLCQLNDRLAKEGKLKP
PriA SSB inh = K. pneumoniae PriA-SSBct interaction inhibition; AlphaScreen SSBct-PriA binding, biotinylated peptide; inhibition, % at 33 µM; hit rate 0.6% among 430,000; in the data active = inhibition mostly above about 37%, no sharp cut-off; inactive = mostly below about 20%;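 note: plate controls were negative control peptide for no effect and reference peptide for full effect; strong numbers were not always called active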
SARS 3CLpro inh = SARS-CoV 3CLpro protease inhibition; inhibition, % at 6 µM; recombinant SARS-CoV 3CLpro, quenched FRET peptide cleavage; hit rate 0.14% among 290,000; in the data active = inhibition above about 12%
Anthrax LF inh2 = blocks Bacillus anthracis lethal factor protease; P15917; multiplex microsphere protease cleavage assay, LF; inhibition, % at 10 µM; hit rate 0.12% among 360,000; AID 588501; note: plate controls were buffer without enzyme for full effect and enzyme alone for no effect
Target sequence (P15917 whole entry, looked up): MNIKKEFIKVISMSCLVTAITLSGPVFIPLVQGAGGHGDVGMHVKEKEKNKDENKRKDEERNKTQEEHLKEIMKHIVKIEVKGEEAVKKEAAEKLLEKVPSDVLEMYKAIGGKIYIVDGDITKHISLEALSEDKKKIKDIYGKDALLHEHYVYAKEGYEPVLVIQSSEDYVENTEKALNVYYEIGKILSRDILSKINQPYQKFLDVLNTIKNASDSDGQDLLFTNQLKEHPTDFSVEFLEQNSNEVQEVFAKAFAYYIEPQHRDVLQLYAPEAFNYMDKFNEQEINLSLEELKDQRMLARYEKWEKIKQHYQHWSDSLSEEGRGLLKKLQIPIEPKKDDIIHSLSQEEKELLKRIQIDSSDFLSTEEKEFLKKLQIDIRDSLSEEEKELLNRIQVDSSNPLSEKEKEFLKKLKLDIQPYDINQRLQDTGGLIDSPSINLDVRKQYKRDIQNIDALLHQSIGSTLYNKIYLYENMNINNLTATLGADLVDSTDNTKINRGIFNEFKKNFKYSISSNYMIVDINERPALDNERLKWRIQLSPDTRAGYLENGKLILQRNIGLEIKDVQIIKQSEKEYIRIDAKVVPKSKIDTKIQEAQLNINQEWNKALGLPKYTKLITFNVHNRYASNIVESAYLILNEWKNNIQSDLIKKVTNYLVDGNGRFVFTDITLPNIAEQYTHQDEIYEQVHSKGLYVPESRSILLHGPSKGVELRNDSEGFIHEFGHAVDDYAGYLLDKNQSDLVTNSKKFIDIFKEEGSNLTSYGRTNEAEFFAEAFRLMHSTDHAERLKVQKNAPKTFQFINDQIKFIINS
CCHFV vOTU inh = blocks the CCHF virus ovarian tumor domain protease; hit rate 0.55% among 370,000; CCHFV vOTU protease, Pep-AMC fluorescence; inhibition, % at 11.5 µM; in the data active = inhibition above about 30%; note: 0% = vehicle wells with enzyme and 100% = no enzyme wells
Vc quorum ag = quorum light induction in luxS cqsA deficient V. cholerae; V. cholerae BH1578 lux reporter, luminescence, 6 h; activation, % at 18.7 µM; hit rate 0.16% among 350,000; AID 588436; in the data active = activation mostly above about 9.7%, no sharp cut-off; inconclusive = no clear call, values can overlap the other calls; inactive = mostly below about 3.7%; note: not every result past the cut was called active; inactives centre near 0; reference of the scale not given here
Y pestis TopoI = blocks Yersinia pestis topoisomerase I activity. Y. pestis Topo-I cleavage product accumulation, plate reader. hit rate 0.064% among 360,000. activity, % at 10 µM; in the data active = activity above about 50%, passing the limit was not always enough; inconclusive = no clear call, values can overlap the other calls; note: inactives centre near 2
PfHsp40 rescue = rescue of PfHsp40-mediated yeast toxicity | S. cerevisiae expressing PfHsp40, growth rescue, ATP luminescence | growth rescue, % at 12.5 µM | hit rate 0.68% among 340,000; in the data active = growth rescue above about 28%, passing the limit was not always enough; inconclusive = no clear call, values can overlap the other calls;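 note: yeast W303a lacking pdr1 and pdr3 grown in galactose medium; growth measured after three days at 30 °C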
TcdB inh = TcdB glycohydrolase inhibition; P18177; TcdB glycohydrolase enzymatic assay, plate reader; inhibition, % at 9.99 µM; hit rate 0.24% among 350,000; in the data active = inhibition above about 10%
Active calls of the source: *; i = inactive; u = inconclusive; x = not tested or not shown; & = joins results of further samples. Cut-off read from the data, not from the text of the source, unless noted: active = inhibition above about 30%; inconclusive = no clear call, values can overlap the other calls; inactive = below that.

SMILES | BoNT A protease | VHR inh abs | PriA SSB inh | SARS 3CLpro inh | Anthrax LF inh2 | CCHFV vOTU inh | Vc quorum ag | Y pestis TopoI | PfHsp40 rescue | TcdB inh
CCCCCCC(N)CC(=O)O (stereo unspecified) | -1.4 | -4 | -2 | 0 | 8 | 0 | -0.2 | -6 | -1.5 | x
O=C(Nc1cccc(S(=O)(=O)N2CCOCC2)c1)c1cc2c(s1)CCC2 | u | 31 | -14 | -2 | -10 | 4 | x | 9 | 1.7 | x
CCCc1nc2sc3ccccc3c(=O)c2c(=O)n1Cc1ccc(OC)cc1 | -2.4 | 1 | 4&-1&1 | 6 | -7 | -11 | i | 16 | x | 1.3
CC#CC(=O)N1CCCC(C(=O)c2ccc(SC)cc2)C1 (stereo unspecified) | x | -6 | -14 | 2 | x | -13 | i | 1 | -1.1 | 1.0
Clc1ccc(OCc2nn3c(C4CCCCC4)nnc3s2)cc1 | 0.1 | -1 | 5 | -1 | -2 | 16 | i | 54* | -1.3 | x
NC(=O)/C=C\C(=O)Nc1cccc(C(F)(F)F)c1 | 0.9 | 25 | -11 | -2 | -2 | 3 | -0.4 | 1 | 7.9 | 0.8
Cc1ccc(C(C(=O)NC(C)(C)C)N(Cc2ccccc2)C(=O)c2snc(C(N)=O)c2N)o1 (stereo unspecified) | -0.6 | -16 | -5 | 6 | 0 | 2 | i | 18 | 2.2 | 0.3
COc1ccc(S(=O)(=O)N(CCc2ccccc2)CC(=O)NCCCO)cc1 | -1.7 | 14 | -6 | -5 | -1 | 2 | -0.9 | 23 | 0.4 | x
CCOc1ccc(-c2nc(C#N)c(NCc3ccc4c(c3)OCO4)o2)cc1 | -1.6 | -1 | -7 | -1 | -7 | 12 | x | 20 | -1.1 | -0.7
O=C(OCC(=O)N1CCN(c2ccccc2)CC1)c1cc(Cl)ccc1[N+](=O)[O-] | -2.5 | 26 | 10 | -6 | -2 | 26 | i | 22 | -0.3 | -0.1

An excerpt of the results above:
SMILES | BoNT A protease | VHR inh abs | PriA SSB inh | SARS 3CLpro inh | Anthrax LF inh2 | CCHFV vOTU inh | Vc quorum ag | Y pestis TopoI | PfHsp40 rescue | TcdB inh
CCCCCCC(N)CC(=O)O (stereo unspecified) | -1.4 | -4 | -2 | 0 | 8 | 0 | -0.2 | -6 | -1.5 | x
O=C(Nc1cccc(S(=O)(=O)N2CCOCC2)c1)c1cc2c(s1)CCC2 | u | 31 | -14 | -2 | -10 | 4 | x | 9 | 1.7 | x
CCCc1nc2sc3ccccc3c(=O)c2c(=O)n1Cc1ccc(OC)cc1 | -2.4 | 1 | 4&-1&1 | 6 | -7 | -11 | i | 16 | x | 1.3
CC#CC(=O)N1CCCC(C(=O)c2ccc(SC)cc2)C1 (stereo unspecified) | x | -6 | -14 | 2 | x | -13 | i | 1 | -1.1 | 1.0

(listing goes on)
SMILES | BoNT A protease | VHR inh abs | PriA SSB inh | SARS 3CLpro inh | Anthrax LF inh2 | CCHFV vOTU inh | Vc quorum ag | Y pestis TopoI | PfHsp40 rescue | TcdB inh
Cc1cccc(C(=O)c2cnc3ccccc3c2-c2ccccc2)c1 | -0.2 | 9 | -15 | 2 | -5 | 9 | -3.8 | 37 | 6.7 | x
COc1ccc(N2CC(C(=O)Nc3cc(C(F)(F)F)ccc3N3CCCC3)CC2=O)c(OC)c1 (stereo unspecified) | 0.3 | x | 4 | x | -3 | -2 | 19 | 20 | -0.4 | 0.5
O=C1COc2ccc(C(=O)COC(=O)CCCOc3ccccc3)cc2N1 | 0.6 | x | x | x | 2 | 2 | -0.3 | -6 | x | 1.0
O=c1ccc2cc3c([nH]c4ccc(Br)cc43)oc-2c1O | -1.4 | -9 | x | 5 | -22 | 32* | -0.3 | -36 | 228* | x
Cc1nc(-c2ccc(C(=O)Nc3cccc(F)c3)cc2)cs1 | 0.1 | -6 | -11 | 7 | 8 | -8 | i | -2 | 1.1 | 0.4
COCCNC(=O)CSc1nc(N)c(NC(=O)c2ccco2)c(=O)[nH]1 | -0.4 | x | x | x | -1 | -23 | i | 2 | x | 0.1
CC1(C(=O)OCC(=O)NC(=O)NCc2ccccc2)CC1(Cl)Cl (stereo unspecified) | -0.8 | 9 | 11 | 2 | -9 | 0 | -1.6 | 15 | -0.1 | -0.2
Cc1ccc(S(=O)(=O)N2CCC(C(=O)N3CCC[C@H]3C(=O)NCc3ccco3)CC2)cc1 | -0.9 | 10 | -3 | -6 | -2 | -2 | -0.2 | 9 | -0.8 | x
O=C1C(=O)N(Cc2cccnc2)C(c2cccc(O)c2)/C1=C(\O)c1ccc2c(c1)OCCO2 (stereo unspecified) | 1.6 | -7 | x | 5 | -2 | 6 | i | 0 | 0.2 | -3.2
O=C(CSc1nccc(=O)[nH]1)Nc1ccc(Br)c(Cl)c1 | 2.1 | -8 | -15 | -3 | 1 | 4 | i | -3 | -0.8 | x
CCCC(=O)Nc1nnc(Sc2ccc(N(C)C)cc2)s1 | 0.0 | -5 | -18 | 3 | -4 | -2 | x | 3 | 7.6 | x
Cc1cccc(C)c1OCC(O)CN1CCN(c2ccccc2)CC1 (stereo unspecified) | -0.3 | 35 | -1 | 2 | -5 | -3 | -2.4 | -1 | -0.4 | -0.7
CC1CC2C3CCC4=CC(=O)C=CC4(C)C3(F)C(O)CC2(C)C1(O)C(=O)CO (stereo unspecified) | -0.8 | -9 | -6 | -3 | -1 | 7 | -4.8 | 19 | -1.2 | -0.6
Cc1cc(/C=N/NC(=O)CC#N)c(C)n1-c1ccc([N+](=O)[O-])cc1 | 0.0 | 15 | x | 1 | -5 | 12 | -0.1 | 5 | 0.5 | 10.0
CCCCNC(=O)COC(=O)c1c2c(nc3ccccc13)/C(=C\c1cccs1)CC2 | 15 | x | -1 | x | 15 | -3 | x | 19 | -0.9 | 1.3
COc1cccc(C(=O)N2CCC[C@@H]2C(=O)N2CCC[C@H]2C(=O)NCc2ccncc2)c1 | -0.4 | x | x | x | 7 | 15 | x | x | x | -7.7
COc1cccc(N2CCN(C(=S)Nc3ccccc3OC)CC2)c1 | -2.6 | -4 | -9 | 1 | 1 | 8 | -0.2 | -2 | 11 | 1.3
COc1ccc(NC(=O)CN(c2ccccc2F)S(=O)(=O)c2ccc(C)cc2)c(OC)c1 | 1.2 | 39 | 2 | 3 | -8 | -10 | i | 6 | -0.8 | -7.6
Cc1ccc(OCc2nnc(SCC(=O)Nc3ccc(N4CCOCC4)cc3)o2)cc1 | -2.1 | 16 | 6 | -1 | -1 | 0 | -0.6 | 7 | -1.6 | 0.8
COc1cc(OC)cc(C(=O)N[C@H](C(=O)OCC(=O)c2ccc(C)c([N+](=O)[O-])c2)C(C)C)c1 | 0.2 | x | -17 | x | -4 | 7 | -1.9 | 25 | -0.3 | 0.9
O=C(Nc1ccc2c(c1)OCO2)N1CCN(C/C=C/c2ccccc2)CC1 | -1.5 | -10 | 5 | -9 | -2 | 3 | -0.2 | 15 | 0.9 | x
Cc1cnc(C)c(Nc2nc(C(N)Cc3ccccc3)cs2)n1 (stereo unspecified) | -0.7 | x | x | x | -10 | 10 | -0.4 | -11 | x | 1.4
COc1ccc(-c2cc(C(=O)NN)[nH]n2)cc1 | -1.2 | 8 | 6 | 0 | 2 | -4 | i | -3 | -0.8 | -1.1
CC(=O)C1=C(Nc2ccc(C)cc2)CC(C)(O)C(C(C)=O)C1c1ccco1 (stereo unspecified) | 0.1 | 13 | 13 | -1 | 0 | 0 | i | -7 | 2.2 | x
Nc1ccc2c(c1)C(=O)c1ccc(N)cc1-2 | -0.3 | x | -12 | x | -16 | 7 | i | -23 | 1.5 | 3.8
COc1ccc(NC(=O)CSc2ccc3nnc(-c4ccccn4)n3n2)cc1 | -0.2 | 7 | -12 | 3 | 6 | -1 | 0.2 | 2 | -2.2 | 0.9
C=CCOc1ccc(/C=C2\SC(N3CCCCC3)=NC2=O)cc1 | -5.8 | -13 | -6 | -2 | -8 | 0 | -0.4 | 3 | 0.7 | 0.9
Cc1ccc2nc(SCC(=O)N3CCCc4ccccc43)nc(=O)n2c1 | -1.4 | x | 1 | x | -1 | -4 | 4.2 | 0 | 2.8 | -0.1
O=C(O)CC(c1cccc(Cl)c1)n1cccc1 (stereo unspecified) | -1.4 | -6 | -3 | 5 | -4 | 9 | i | -4 | -1.5 | x
O=[N+]([O-])c1ncn(Cc2ccccc2Cl)n1 | -0.5 | -13 | -2 | -2 | -2 | 0 | -0.2 | 1 | -1.6 | x
O=C(N/N=C\c1coc2ccccc2c1=O)c1ccco1 | x | 9 | x | 0 | x | -18 | i | -10 | 2.1 | -0.8
COc1cc2c(cc1OC)CN(C(=S)Nc1ccc(Cl)cc1)CC2 | 1.1 | 4 | 6 | -1 | -3 | -11 | -0.9 | -2 | 0.2 | 1.1
Cc1nc(C(=O)Nc2ccc(Cl)cc2)sc1C1(C)CC(c2cccc([N+](=O)[O-])c2)=NO1 (stereo unspecified) | 0.3 | x | 3 | x | 2 | 6 | 0.0 | -10 | 2.7 | 1.6
O=C(CSc1nc2ccccc2nc1SCC(=O)N1CCOCC1)N1CCOCC1 | -0.3 | 2 | 3 | -1 | -4 | 17 | -0.4 | -2 | -2.4 | x
CC(C)Cc1cc(C(=O)N2CCCC(CO)(Cc3ccc(F)cc3F)C2)n[nH]1 (stereo unspecified) | -0.4 | 3 | 0 | -1 | -3 | 12 | -2.0 | 28 | 4.7 | 1.1
COc1ccccc1NC(=O)C(C)OC(=O)CC1CCCC1 (stereo unspecified) | 1.5 | 14 | -12 | 0 | 2 | -2 | -0.2 | 5 | 0.3 | -0.2
C/C(=N\NC1=NCCN1)c1ccc(Cl)cc1 | -1.0 | 39 | x | -4 | -6 | -5 | -0.3 | 1 | -0.3 | 1.7
CCOc1cccc(CNn2cnnc2)c1OCc1ccccc1Cl | -0.2 | 26 | -13 | -1 | 0 | -6 | x | 19 | -0.6 | x
CCCCSc1nnc(CNC(=O)C23CC4CC(CC(C4)C2)C3)n1Cc1ccccc1 | 0.1 | 8 | 12 | 5 | -1 | 18 | 0.7 | 33 | 3.4 | 0.4
O=[N+]([O-])c1cc(S(=O)(=O)N2CCCCCC2)ccc1Cl | -1.8 | 28 | -7 | 0 | 1 | -5 | i | 3 | 0.6 | 0.8

3 compounds from above, showing only TcdB inh, Vc quorum ag and PriA SSB inh:
SMILES,TcdB inh,Vc quorum ag,PriA SSB inh
O=C(CSc1nc2ccccc2nc1SCC(=O)N1CCOCC1)N1CCOCC1,x,-0.4,3
CC(C)Cc1cc(C(=O)N2CCCC(CO)(Cc3ccc(F)cc3F)C2)n[nH]1 (stereo unspecified),1.1,-2.0,0
COc1ccccc1NC(=O)C(C)OC(=O)CC1CCCC1 (stereo unspecified),-0.2,-0.2,-12

(list continues)
SMILES | BoNT A protease | VHR inh abs | PriA SSB inh | SARS 3CLpro inh | Anthrax LF inh2 | CCHFV vOTU inh | Vc quorum ag | Y pestis TopoI | PfHsp40 rescue | TcdB inh
Cc1cc(NC(=O)CC(C)C)c(=O)n(Cc2cccc(F)c2)c1 | 1.8 | 7 | 1 | -9 | 4 | 6 | -0.7 | 3 | 0.1 | -1.2
O=C(C1CC1)N1CCN=C1SCc1ccccc1Cl | -0.9 | 4 | -5 | -3 | -4 | -1 | -0.1 | 0 | 0.8 | 0.6
COc1ccc(-n2ccn3c(CCC(=O)N4CCN(c5cccc(C)c5C)CC4)nnc3c2=O)cc1 | 0.6 | 2 | -4 | 3 | -4 | 6 | i | 0 | -1.3 | 0.4
COc1cccc2sc(Nc3nc(-c4cc5ccccc5oc4=O)cs3)nc12 | 7.9 | -14 | -15 | 3 | 0 | -1 | -0.1 | 16 | 0.0 | x
CCOP(=O)(OCC)C(NC(=O)NC)C(N)=O (stereo unspecified) | -1.8 | -13 | -18 | 0 | 1 | -10 | -0.3 | -7 | 0.8 | -1.3

An excerpt (hit frequency here may not be typical).
